TTR transcr act – TTR transcription activation, primary screen; SH-SY5Y TTR promoter Gaussia luciferase, luminescence; 100% = recombinant luciferase protein wells; activation, % at 16.7 µM; actives 1.3% (n = 92,000); AID 1117267;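 active = activation above the mean of all tested compounds plus 3 SD, cut at about 9.5% in these data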;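 also: cells exposed to compounds for one day before reading; 0% = median of all test compound wells on the plate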
The depositor's hits bear a star.

SMILES	TTR transcr act
O=C(Nc1ccc2c(c1)OCO2)C1(S(=O)(=O)c2ccc(Cl)cc2)CC1	-0.8
CCc1c(C)sc(NC(=O)c2cc(C)no2)c1C#N	-1.5
Cc1ccc(C(=O)Nc2cc3c(cc2Cl)OCCCO3)cc1	-2.7
O=C1NNC(c2ccccc2)=N/C1=C\c1ccc(Cl)cc1	-0.8
COc1ccc(CCNS(=O)(=O)c2ccc3c(c2)n(C)c(=O)c(=O)n3C)cc1OC	4.9
Cc1scc(C(=O)O)c1-c1c(C(=O)O)csc1C	3.0
CN(C1CCCCC1)S(=O)(=O)c1ccc2c(c1)c(=O)c(C(=O)N1CCc3ccccc3C1)cn2C	1.7
CCOC(=O)c1oc2nc(C(C)C)c3c(c2c1N)CC(C)(C)OC3	-1.6
CSc1nc2cc(F)c(F)cc2n1C	0.1
CCOC(=O)c1c(NC(=O)COC(=O)c2ccccn2)sc2c1CCC2	3.9
CCc1ccc(S(=O)(=O)NCCc2csc(C)n2)s1	-2.1
O=C(CSC(=S)N1CCOCC1)Nc1ncc2c(n1)CCCC2=O	7.8
CC(C)C(=O)Nc1ccc(NC(=O)c2cc3ccccc3o2)cc1	2.1
COC(=O)c1sc(N/N=C/c2ccc(C(C)C)cc2)nc1C	-0.4
COc1ccc(S(=O)(=O)NCCSC(C)(C)C)c(Cl)c1Cl	1.1
Cc1nn(C)cc1S(=O)(=O)Nc1cccc(Cl)c1	-1.0
Cc1ccc(C(=O)NCc2ccc(F)cc2)s1	1.2
CC1CC(C)CN(C(C)C(=O)Nc2cc(S(=O)(=O)N3CCCCC3)ccc2Cl)C1 (stereo not given)	0.9
O=C(O)C(c1ccccc1)N1C(=O)c2ccccc2C1=O (stereo not given)	5.6
CC(NC(=O)C1CCCN1S(=O)(=O)c1ccccc1)c1ccccc1 (stereo not given)	-0.2
CCOc1ccc(/C=C/C(=O)c2cc(Br)ccc(=O)c2O)cc1	-5.0
COc1cc2c(=O)n(CCC(=O)NCC3CCCO3)c(=O)n(CC(=O)Nc3ccc(C)c(C)c3)c2cc1OC (stereo not given)	1.9
O=C(CN1CCN(c2ccc(Cl)cc2[N+](=O)[O-])CC1)N1CCOCC1	-2.1
C#CCOCCOCCOCCNc1nc(N2CCOCC2)nc(N2CCN(C(=O)CCCCCCCCCCNC(=O)[C@@H]([C@H](C)CC)n3cc(CCCCCN)nn3)CC2)n1	-0.2

Part of the list above in a different format:
TTR transcr act | SMILES
3.0 | Cc1scc(C(=O)O)c1-c1c(C(=O)O)csc1C
1.7 | CN(C1CCCCC1)S(=O)(=O)c1ccc2c(c1)c(=O)c(C(=O)N1CCc3ccccc3C1)cn2C
-1.6 | CCOC(=O)c1oc2nc(C(C)C)c3c(c2c1N)CC(C)(C)OC3
0.1 | CSc1nc2cc(F)c(F)cc2n1C
3.9 | CCOC(=O)c1c(NC(=O)COC(=O)c2ccccn2)sc2c1CCC2
-2.1 | CCc1ccc(S(=O)(=O)NCCc2csc(C)n2)s1
7.8 | O=C(CSC(=S)N1CCOCC1)Nc1ncc2c(n1)CCCC2=O
2.1 | CC(C)C(=O)Nc1ccc(NC(=O)c2cc3ccccc3o2)cc1
-0.4 | COC(=O)c1sc(N/N=C/c2ccc(C(C)C)cc2)nc1C
1.1 | COc1ccc(S(=O)(=O)NCCSC(C)(C)C)c(Cl)c1Cl
-1.0 | Cc1nn(C)cc1S(=O)(=O)Nc1cccc(Cl)c1
1.2 | Cc1ccc(C(=O)NCc2ccc(F)cc2)s1
0.9 | CC1CC(C)CN(C(C)C(=O)Nc2cc(S(=O)(=O)N3CCCCC3)ccc2Cl)C1 (stereo not given)
5.6 | O=C(O)C(c1ccccc1)N1C(=O)c2ccccc2C1=O (stereo not given)
-0.2 | CC(NC(=O)C1CCCN1S(=O)(=O)c1ccccc1)c1ccccc1 (stereo not given)
-5.0 | CCOc1ccc(/C=C/C(=O)c2cc(Br)ccc(=O)c2O)cc1

New compounds follow:
SMILES	TTR transcr act
COCCN1Cc2cccc(C(=O)Nc3cccnc3)c2C1=O	-0.7
Fc1ccc(NCc2nnc(SCc3ccccc3)o2)cc1	7.6
CC(=O)N1c2ccc(S(=O)(=O)NCCC(=O)N(C)C3CCCCC3)cc2CC1C (stereo not given)	0.2
Cc1nn(-c2ccccc2)c2c1C(c1c(C)[nH]c(C#N)c1C)C(C#N)=C(N)O2 (stereo not given)	0.2
O=C(Nc1ccc(S(=O)(=O)NCc2ccco2)cc1)c1cccc(F)c1	-0.6
COc1ccc(-c2cc(C(=O)NN)n(-c3ccccc3)n2)cc1	4.2
C/C=C/c1ccc(OCCN2CCc3ccccc3C2)c(OC)c1	-2.5
C/C(=N\Nc1ccccc1C(=O)O)c1ccncc1	1.4
CCN(CC(=O)Nc1cc(Cl)ccc1C)C(=O)CSCc1c(C)noc1C	0.7
COCCN(CCOC)Cc1cc(=O)oc2ccccc12	0.0
O=C(CCCNC(=O)c1ccc(Cl)cc1)Nc1ccc(F)c(S(=O)(=O)N2CCOCC2)c1	-0.5
O=C(Nc1ccccc1)c1cnc2ccccc2n1	0.5
CCc1cc(-c2ccc3c(c2)COc2c4ccccc4nn2-3)on1	-1.5
COc1ccccc1N1CCN(C2CCCN(S(=O)(=O)c3ccc(C)cc3)C2)CC1 (stereo not given)	2.2
CN(C(=O)COc1ccccc1)c1nnc(-c2ccncc2)s1	-0.3
CC(=O)c1cccc(NC(=O)CCCNC(=O)c2ccc(Cl)cc2)c1	1.6
Fc1cccc(CCN2CCN=C2Nc2ccccc2)c1	-0.5
COc1cc(OC)c(OC)cc1CN1CCCC(C(=O)c2ccc3c(c2)OCO3)C1 (stereo not given)	-0.1
CC1(C)Cc2c(c(-c3ccccc3)nc(N3CCCC3)c2C(N)=O)CO1	-1.9
COc1cccc(C(C#N)NCCCNC(C#N)c2cccc(OC)c2OC)c1OC (stereo not given)	1.1
CC(=O)Nc1ccc(NC(=O)C2CCCN2C(=O)Nc2ccc(F)c([N+](=O)[O-])c2)cc1 (stereo not given)	1.8
O=c1c2ccccc2nc(/C=C/c2ccc(Cl)cc2)n1CCO	-2.7
CNCc1ccccc1Sc1ccc(OC)c(OC)c1	-3.3
CC(C)N1CCc2c(sc(NC(=S)NC(=O)c3ccccc3)c2C#N)C1	4.1
COc1ccccc1OCc1ccc(C(=O)NC2CCCCC2)o1	-1.4
Cc1ccc(NC(=S)NC(C)(C)C)c([N+](=O)[O-])c1	0.2
Cn1nc(C(C)(C)C)cc1N1C(=O)CCC1(C)C(=O)NC1CCCC1 (stereo not given)	-1.3
CSC[C@H]1CN(CCc2ccccc2)C(=O)[C@@H]1CC(=O)Nc1ccccc1	5.8
COc1ccc(/C=C2\SC(=O)N(CCNC(=O)Cc3coc4cc(C)ccc34)C2=O)cc1OC	-2.4
CCOC(=O)C(=C1Nc2ccccc2N1)n1c(-c2cccnc2)nc2ccccc21	-1.2
CCN(CC)S(=O)(=O)c1ccc2c(c1)nc(SC(C)C(N)=O)n2-c1ccc(OC)cc1 (stereo not given)	26*
Cc1nc(NCc2ccco2)c2cn[nH]c2n1	-0.6
Cc1cccc(C)c1NC(=O)CC(C)c1ccccc1 (stereo not given)	0.5
O=C(Nc1ccc(N2CCN(c3ncccc3C(F)(F)F)CC2)nc1)c1cccs1	-5.8
CC(=O)c1ccc(NC(=O)CN2CCCCCC2)cc1	5.2
CCC(C)(C)C1CCC(=NNc2nc3ccccc3[nH]2)CC1 (stereo not given)	0.3
OCCN(Cc1ccccc1)CC1CC2C=CC1C2 (stereo not given)	1.1
CN(c1ccc(C(=O)NCc2ccc3c(c2)OCO3)cc1)S(=O)(=O)c1ccccc1	-1.4
Cc1cccc(NC(=O)c2ccccc2Br)n1	0.3
O=C(CCCOc1ccc(Cl)cc1Cl)N/N=C/c1cccc([N+](=O)[O-])c1	-0.9
COc1ccc(NC(=O)C2CCCN(S(=O)(=O)c3c(C)n[nH]c3C)C2)cc1 (stereo not given)	-1.4
C#CC[N+](C)(C)CCCCCCCCCCCC	-1.3
O=C(Nc1cccc(-n2cnnn2)c1)C1CCCN(C(=O)Cc2cccc(Cl)c2)C1 (stereo not given)	-1.6
CCOc1c(Br)cc(C(=O)OCC(=O)N2CCc3ccccc3C2)cc1OC	-0.6
CC(=O)Nc1ccc(NC(=O)C2CC(=O)N(Cc3ccccc3)C2)cc1 (stereo not given)	1.6
Nc1ccc(N2CCN(c3ccccc3)CC2)c(F)c1	-1.0
Cc1cc(Br)ccc1NC(=O)CCN1C(=O)c2ccncc2C1=O	-1.3
COc1ccc(S(=O)(=O)n2ccnc2C)c(C)c1C	-1.2
COC(=O)/C=C1\NCCNC1=O	-0.6
CC(C)Oc1ccc(C(=O)OC(C)C(=O)Nc2nc(-c3cccc([N+](=O)[O-])c3)cs2)cc1 (stereo not given)	2.9
COc1cc(-c2coc3c(C(=O)Nc4ccc(C(C)C)cc4)cccc23)ccc1O	-1.6
N=c1n(CCCOc2ccccc2Cl)c2ccccc2n1CC(N)=O	-1.6
O=C(CCCSc1nc2ccccc2[nH]1)Nc1nnc(C2CC2)s1	1.1
COc1ccc(C2c3[nH]c4ccccc4c3CCN2C(=O)c2ccc(=O)n(C)n2)c(F)c1 (stereo not given)	0.7
CCc1nc2cc(Cl)c(Cl)cc2nc1CC	-0.7
Cc1oc2c(C)c(O)ccc2c(=O)c1-c1ccc2ccccc2n1	0.8
Cc1ccc(F)c([C@H]2[C@@H]3C=CCC[C@@]3(C)C(=O)N2Cc2ccccc2)c1	2.3
Cc1ncsc1CCSc1n[nH]c(=O)n1-c1ccccc1	0.0
CCOC(=O)c1[nH]nc2c1C(=O)N(Cc1ccccc1)C2=O	-1.2
Cc1cc(F)ccc1-c1cc(C(=O)NCc2cc(C(F)(F)F)cc(C(F)(F)F)c2)[nH]n1	0.3
(listing goes on)
SMILES	TTR transcr act
Cc1ccc(NC(=O)Cn2sc3ccccc3c2=O)cc1	-1.0
O=C(Cn1nnc(-c2ccccc2)n1)c1ccccc1	-0.4
CC1(C)CC(=O)C(C(C2=C(O)CC(C)(C)CC2=O)c2ccc(Br)s2)C(=O)C1 (stereo not given)	-3.9
Cc1cnc(C(=O)OCC(=O)Nc2ccc(C)c(S(=O)(=O)N3CCCCC3)c2)cn1	-0.9
COC(=O)c1c(C)oc2c1cc(NS(=O)(=O)c1ccc(C(=O)O)cc1)c1ccccc12	2.0
CCOC(=O)CC(=O)CSc1nc(CC)c(C)cc1C#N	0.6
CCCCn1c(=O)n(CC(=O)Nc2ccc(C)c(Cl)c2)c(=O)c2c1ncn2Cc1ccco1	-1.2
Cc1onc(-c2c(F)cccc2Cl)c1C(=O)N1CCCCC1	0.2
CCc1ccc(N(CC(=O)N2CCOCC2)S(C)(=O)=O)cc1	1.2
COc1ccccc1N1CCN(C(=O)CSc2nnc(NC(=O)C(C)C)s2)CC1	13*
CC(C)NC(=O)N(C)C[C@H]1Oc2cc(Br)ccc2S(=O)(=O)N([C@H](C)CO)C[C@H]1C	0.2
CCOC(=O)COc1ccc2c(=O)c(-c3ccccc3OC)coc2c1	-1.4
COc1ccc(-n2cc(-c3ccccc3)c3c(N4CC(C)OC(C)C4)ncnc32)cc1 (stereo not given)	-1.3
O=C(CC1CCCCC1)N1CCCC(c2nc(-c3ccc(S(=O)(=O)N4CCCC4)cc3)no2)C1 (stereo not given)	-2.1
CC(C)(C)c1ccc(NC(=S)NCc2cccnc2)cc1	0.5
N/C(=N\OS(=O)(=O)c1ccc2ccccc2c1)c1ccccn1	1.0
COc1cc2nc3n(c(=O)c2cc1OC)-c1cc2ccccc2cc1C(=O)NC3Cc1ccccc1 (stereo not given)	-2.4
Cc1[nH]c2ccc(-c3n[nH]c(=S)n3Cc3ccccc3)cc2c1C	-2.0
C[C@@H]1CN([C@H](C)CO)C(=O)CCCn2nncc2CO[C@@H]1CN(C)C(=O)Cc1ccccc1	2.6
Cc1sc2ncn(CC(=O)NCCCC(=O)Nc3ccc(C(C)C)cc3)c(=O)c2c1C	0.2
CC(=O)Nc1ccc(OCC(O)Cn2ccnc2C)cc1 (stereo not given)	1.4
O=C1/C(=C/c2ccncc2)CCC/C1=C\c1ccncc1	-6.0
O=C(NC(=S)Nc1nc2c(s1)CCCC2)c1ccccc1	3.0
CCC(SC1=Nc2ccccc2C2=NC(CC(C)C)C(=O)N12)C(=O)Nc1ccc2c(c1)OCO2 (stereo not given)	-1.1
CC(C)C(C)N(Cc1ccc(C(=O)O)cc1)C(=O)c1ccc2ccccc2n1 (stereo not given)	1.4
CCOC(=O)N/N=C/c1ccccc1OCc1ccc(Cl)cc1	-2.2
O=c1[nH]c2ccc(S(=O)(=O)N3CCCCC3)cc2o1	-1.1
O=C(Nc1ccccc1C(=O)N1CCCCC1)C1CCCCC1	0.6
O=C(NCC(c1cccs1)N1CCOCC1)c1ccccc1NS(=O)(=O)c1ccc(Br)cc1 (stereo not given)	-0.9
O=C(Cc1ccc(NS(=O)(=O)c2ccc(F)cc2)cc1)NCc1ccccc1	-4.1
CC(=O)NC1=NN(C(C)=O)C(C)(CCS(=O)(=O)c2ccc(Cl)c(Cl)c2)S1 (stereo not given)	-2.0
Cc1ccnc(N2C(=O)c3cccc4c([N+](=O)[O-])ccc(c34)C2=O)c1	-2.0
COc1cccc(NC(=O)CCc2nnc3ccc(N4CCC(C)CC4)nn23)c1	1.2
CC1OC(C2CCCCC2)Cc2[nH]c(=S)[nH]c(=O)c21 (stereo not given)	1.0
O=C(COC(=O)c1cccc(S(=O)(=O)NCc2ccccc2)c1)c1ccc2c(c1)OCCO2	-0.1
N#CCC(=O)N/N=C/c1cn(Cc2cccc3ccccc23)c2ccccc12	-2.0
O=C(COc1ccccc1[N+](=O)[O-])NNC(=O)Nc1cccc2ccccc12	0.4
O=C(NCCc1c[nH]c2ccccc12)OCc1cn(Cc2ccc(F)c(F)c2)nn1	-0.2
O=C(NC(=S)NC(c1ccccc1)c1ccncc1)c1ccccc1 (stereo not given)	-1.0
Cc1ccc(NC(=S)NC(=O)c2cccs2)cc1F	-1.7
CCOC(=O)C1(CC2CCCCO2)CCN(C2CCSCC2)CC1 (stereo not given)	1.4
COc1ccccc1N(CC(=O)NCc1ccccc1C)S(=O)(=O)c1ccc(C)cc1	4.6
COc1ccc([N+](=O)[O-])cc1Nc1ncnc2ccccc12	-0.3
CC(C)(C)NS(=O)(=O)c1ccc2c(c1)oc(=O)c1cc(S(=O)(=O)NC(C)(C)C)ccc12	-1.2

The list is partial. The share of hits here may be higher or lower than overall.
